Bioassay records (PubChem BioAssay)
Rpn11 block – Rpn11 (PSMD14) deubiquitinase inhibitors, primary screen, biochemical, fluorescence polarization, uHTS; 26S proteasome non-ATPase regulatory subunit 14 (Homo sapiens), O00487; human 26S proteasome, Ub4-pepOG fluorescence polarization; 20S core pre-blocked with epoxomicin; calls only at 20 µM; 360,000 compounds, 0.59% hits;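 active = inhibition at 20 µM, scaled to each plate's controls, above about 33%, limit read from the data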
DNMT1 inh – human DNMT1 methyltransferase inhibitors, primary screen, biochemical, molecular beacon, fluorescence, HinP1I cleavage, uHTS. DNA (cytosine-5)-methyltransferase 1 (Homo sapiens), P26358. AID 588458, 2011. 360,000 compounds, 0.83% hits. inhibition (reported as % activation of signal), % at 10 µM; in the data active = inhibition above about 50%
Target sequence (P26358 504-1616 limits assumed): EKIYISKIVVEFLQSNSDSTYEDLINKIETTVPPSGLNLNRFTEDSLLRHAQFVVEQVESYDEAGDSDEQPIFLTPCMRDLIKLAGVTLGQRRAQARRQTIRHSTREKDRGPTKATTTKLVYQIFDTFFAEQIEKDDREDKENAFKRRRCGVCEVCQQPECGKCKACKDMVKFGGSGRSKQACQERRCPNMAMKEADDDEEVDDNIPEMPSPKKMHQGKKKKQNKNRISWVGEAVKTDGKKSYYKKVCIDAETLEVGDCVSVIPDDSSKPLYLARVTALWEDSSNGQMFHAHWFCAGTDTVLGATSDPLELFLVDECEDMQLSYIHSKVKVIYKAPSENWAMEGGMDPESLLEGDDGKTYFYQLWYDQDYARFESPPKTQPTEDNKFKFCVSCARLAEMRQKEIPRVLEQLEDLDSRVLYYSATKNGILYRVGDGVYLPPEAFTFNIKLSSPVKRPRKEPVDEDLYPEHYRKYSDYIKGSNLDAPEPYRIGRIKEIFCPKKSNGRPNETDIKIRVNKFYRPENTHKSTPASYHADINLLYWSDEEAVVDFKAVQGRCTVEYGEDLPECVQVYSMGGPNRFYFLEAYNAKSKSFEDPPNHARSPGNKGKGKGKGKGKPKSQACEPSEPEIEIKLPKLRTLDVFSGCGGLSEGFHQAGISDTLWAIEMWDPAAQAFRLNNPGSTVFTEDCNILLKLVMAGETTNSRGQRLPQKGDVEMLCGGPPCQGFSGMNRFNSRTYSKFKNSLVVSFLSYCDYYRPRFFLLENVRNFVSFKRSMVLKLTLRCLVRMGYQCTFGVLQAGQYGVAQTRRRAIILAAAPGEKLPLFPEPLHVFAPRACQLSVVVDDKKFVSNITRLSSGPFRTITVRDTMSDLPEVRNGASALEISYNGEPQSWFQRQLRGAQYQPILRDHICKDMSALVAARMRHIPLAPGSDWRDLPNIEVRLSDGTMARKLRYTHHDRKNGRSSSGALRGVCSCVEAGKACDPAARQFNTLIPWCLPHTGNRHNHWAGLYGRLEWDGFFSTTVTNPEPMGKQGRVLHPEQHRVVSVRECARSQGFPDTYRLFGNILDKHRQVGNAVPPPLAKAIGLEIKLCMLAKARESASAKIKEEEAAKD
NadD block – inhibitors of S. aureus NadD, primary screen, biochemical, colorimetric, uHTS; Nicotinate-nucleotide adenylyltransferase NadD (Staphylococcus aureus N315); purified NadD enzyme, colorimetric absorbance read-out; inhibition, % at 20 µM; 360,000 compounds, 0.78% hits; in the data active = inhibition above about 26%; note: some compounds past the cut are filed as inactive
Scp1 inh – Scp-1 phosphatase inhibitors, primary screen, biochemical, colorimetric, uHTS | Recombinant Scp1, phosphopeptide, malachite green phosphate absorbance | inhibition, % at 20 µM | 340,000 compounds, 0.88% hits;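 active = inhibition above about 50% at 20 µM, limit read from the data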;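 note: plate controls were DMSO wells with enzyme for no effect and wells lacking enzyme for full effect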
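assay system = SCP-1 phosphatase catalytic domain, residues 76-261 | buffer or medium = 50 mM Tris acetate pH 5.5, 0.005% Tween-20, 10 mM MgCl2 | incubation = enzyme reaction 45 min at room temperature, colour 5 min, stabilisation 30 min | signal = Phosphate-binding colour reagent, absorbance read at 630 nm | measure = % inhibition at 20 µM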
LMPTP block – LMPTP phosphatase inhibitors, primary screen, biochemical, fluorescence intensity, uHTS | recombinant LMPTP-A, OMFP fluorogenic substrate | inhibition, % at 20 µM | 360,000 compounds, 0.22% hits | AID 651560, 2012;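 active = compounds that cut the enzyme signal by at least half of the control window in the single-dose screen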;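 note: plate controls were DMSO wells with enzyme plus substrate for no effect and substrate without enzyme for full effect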
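Test system: LMPTP-A phosphatase enzyme. Amount: LMPTP-A at 0.625 nM final in the reaction. Reagent: OMFP substrate, 400 µM final. Times: 50 min at room temperature. Signal: endpoint fluorescence intensity from OMFP dephosphorylation. Read-out basis: % inhibition. Benchmarks: no-enzyme and uninhibited controls.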
Neddylation inh – inhibitors of cullin neddylation, primary screen, biochemical, TR-FRET, uHTS, NAE and Ubc12 | 360,000 compounds, 0.58% hits | NEDD8-conjugating enzyme Ubc12 (Homo sapiens) + NEDD8-activating enzyme E1 regulatory … | AID 651699, 2012 | calls only at 25 µM; in the data active = inhibition above about 36%
Rin1 Abl inh – inhibitors of Rin1-Abl protein binding, primary screen, biochemical, TR-FRET; Tyrosine-protein kinase ABL1 (Homo sapiens) + Ras and Rab interactor 1 (Homo sapiens), …; AID 588664, 2011; inhibition, % at 7.35 µM; 360,000 compounds, 0.4% hits; in the data active = inhibition above about 5%, passing the limit was not always enough
STEP inh – STEP phosphatase inhibitors, primary screen, biochemical, fluorescence intensity, uHTS; 360,000 compounds, 0.25% hits; recombinant STEP, OMFP fluorogenic substrate; Tyrosine-protein phosphatase non-receptor type 5 (Homo sapiens), P54829; inhibition, % at 20 µM;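 active = inhibition at 20 µM, scaled per plate between control wells, above about 37%, limit read from the data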;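 note: 0% = DMSO with enzyme and substrate and 100% = substrate only without enzyme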
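material = STEP tyrosine phosphatase | reagent = fluorogenic phosphatase substrate OMFP at 25 µM final | doses = single compound dose of 20 µM, 1% DMSO final | schedule = 20 min reaction, room temperature, in the dark | measured by = fluorescence, 480/540 nm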
CSN deneddyl inh – inhibitors of CSN-mediated cullin deneddylation, primary screen, biochemical, fluorescence polarization, uHTS | 360,000 compounds, 0.38% hits | AID 651999, 2013 | Purified CSN, SCF-Nedd8-OG deneddylation | inhibition, % at 12.5 µM;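 active = pattern-corrected inhibition above about 35%, with an unprinted fluorescence ratio check between 0.5 and 1.5, limit read from the data, passing the limit was not always enough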;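 note: 0% = enzyme with substrate and 100% = substrate without enzyme; some results filed as inactive read as strong as hits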
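test system = HEK293T-derived human Csn5 enzyme | amount = 0.24 nM Csn5 enzyme, final concentration | medium = Tris/NaCl/DTT buffer, pH 7.5 | schedule = 90 min reaction at room temperature | signal = FP | evaluation = inhibition of Csn5 cleavage, % | compound dosing = single dose of 12.5 µM compound with 0.25% DMSO | probe or stimulus = 10 nM SCFSkp2-Nedd8OG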
SUMO1-SIM PPI – modulators of SUMO1 protein-protein interactions, primary screen, biochemical, uHTS; 360,000 compounds, 0.33% hits; Small ubiquitin-related modifier 1 (Homo sapiens), P63165; inhibition, % at 20 µM; SUMO1 binding to a labelled peptide, TR-FRET, 1 h; in the data active = inhibition above about 37%
* marks the source's active call; other numbers are inactive results; i = inactive; / = not tested or not shown; + = active, no number.

cpd	structure	Rpn11 block	DNMT1 inh	NadD block	Scp1 inh	LMPTP block
1	O=C(NCCc1ccc(Cl)cc1)C1CCC(=O)N1Cc1ccc(F)cc1 (centres undefined)	i	-1	-1	-6	-0.2
2	CCOC(=O)c1ccc(NC(=S)Nc2ccc3[nH]c(=O)[nH]c3c2)cc1	i	-3	-4	-6	-0.2
3	COc1cc(COc2ccc3c(C)c(CCC(=O)O)c(=O)oc3c2)cc(OC)c1OC	i	-1	-7	-9	0.6
4	Cc1cc(C(=O)CC#N)c(C)n1-c1c(C)n(C)n(-c2ccccc2)c1=O	i	0	-3	-1	-0.9
5	COc1ccc(CCC(N)=O)cc1OC	i	1	-1	16	0.0
6	c1cc(-c2nn[nH]n2)ccc1CN1CCCCC1	i	0	7	1	0.8
7	COc1ccccc1NC(=O)Nc1nc(C(N)C(C)C)cs1 (centres undefined)	i	-12	3	/	-1.4
8	Cc1nnc(N(C)C(=O)c2ccc3c(c2)OCO3)s1	i	1	0	-1	-1.1
9	C=CCC[C@H](Cc1ccc(F)cc1)C(=O)OC[C@H](Cc1c[nH]c2ccccc12)NC(=O)[C@H](CC=C)CC(=O)NCCO	i	-10	-15	-2	2.5
10	COc1cccc(C(c2c(NC(=O)c3ccccc3)sc(C)c2C)N2CCN(C)CC2)c1 (centres undefined)	i	-12	-4	-3	-0.8

cpd	Neddylation inh	Rin1 Abl inh	STEP inh	CSN deneddyl inh	SUMO1-SIM PPI
1	i	-2	-1	7	9
2	i	-4	0	9	-3
3	i	1	0	6	5
4	i	0	-2	-3	-4
5	i	0	4	-2	-3
6	i	0	-2	-1	-1
7	i	-1	0	5	-4
8	i	1	2	-1	2
9	i	1	-3	-1	1
10	+	-6	1	-6	-4

(further entries)
cpd	structure	Rpn11 block	DNMT1 inh	NadD block	Scp1 inh	LMPTP block
11	Cc1ccccc1NC(=O)Cc1nc(COC(=O)Cc2cccc(C(F)(F)F)c2)cs1	i	0	0	/	2.5
12	CC(=O)Oc1ccc(Cn2cnc3cc4ccccc4cc32)cc1	i	-1	1	10	1.6
13	CC1(C)C2CCC(C2)C1(C)NC(=O)CN1CCCC1 (centres undefined)	i	2	0	-7	-1.4
14	Cc1ccc(CN(C)C(=O)c2cc(S(=O)(=O)N3CCOCC3)ccc2F)o1	i	-3	-4	2	-0.1
15	CCOC(=O)C1=CCN(S(=O)(=O)c2ccccc2Br)C1c1ccccc1 (centres undefined)	i	-2	-11	/	0.8
16	O=C1c2ccccc2C(Nc2cccnc2)N1Cc1ccccc1Cl (centres undefined)	i	-3	0	-5	-1.4
17	CC(=O)Nc1ccc(NC(=O)c2cc(=O)c3ccc(C)cc3o2)cc1	i	-3	-5	-15	-1.1
18	O=C(NCCCc1ccccc1)c1ccc(CS(=O)Cc2ccccc2Cl)o1 (centres undefined)	i	-1	-7	-18	-0.7
19	COc1ccc(CCN(Cc2cccs2)S(=O)(=O)c2ccc(S(=O)(=O)N(C)C3CCCCC3)cc2)cc1OC	i	0	-5	-4	0.9
20	Cc1noc(C)c1S(=O)(=O)Nc1ccccc1Cl	i	2	6	0	-0.8

cpd	Neddylation inh	Rin1 Abl inh	STEP inh	CSN deneddyl inh	SUMO1-SIM PPI
11	i	3	3	-3	7
12	i	-2	3	2	-12
13	i	1	1	4	0
14	i	5	3	-4	-1
15	i	-1	1	4	4
16	i	-1	0	-5	-1
17	i	-4	1	3	-27
18	i	2	2	2	1
19	i	6	-5	-8	1
20	i	-3	-4	1	1

A portion taken from the entries so far:
cpd	structure	Rpn11 block	DNMT1 inh	NadD block	Scp1 inh	LMPTP block
17	CC(=O)Nc1ccc(NC(=O)c2cc(=O)c3ccc(C)cc3o2)cc1	i	-3	-5	-15	-1.1
18	O=C(NCCCc1ccccc1)c1ccc(CS(=O)Cc2ccccc2Cl)o1 (centres undefined)	i	-1	-7	-18	-0.7
19	COc1ccc(CCN(Cc2cccs2)S(=O)(=O)c2ccc(S(=O)(=O)N(C)C3CCCCC3)cc2)cc1OC	i	0	-5	-4	0.9
20	Cc1noc(C)c1S(=O)(=O)Nc1ccccc1Cl	i	2	6	0	-0.8

cpd	Neddylation inh	Rin1 Abl inh	STEP inh	CSN deneddyl inh	SUMO1-SIM PPI
17	i	-4	1	3	-27
18	i	2	2	2	1
19	i	6	-5	-8	1
20	i	-3	-4	1	1

The list continues.
cpd	structure	Rpn11 block	DNMT1 inh	NadD block	Scp1 inh	LMPTP block
21	NC(=O)C1=C[C@H](c2ccc3c(c2)OCO3)C[C@H](OCc2ccc(CO)cc2)O1	i	-6	-8	-3	1.9
22	Cc1cc(C)c2c(c1)/C(=N/Nc1ccc(S(N)(=O)=O)cc1[N+](=O)[O-])CCC2	i	6	24	3	0.3
23	O=C(Nc1ccc(Cl)cc1)OCc1cncs1	i	-2	-1	3	0.1
24	COc1ccc(-c2nc3ccccc3n(CC(C)C)c2=O)cc1	/	/	/	/	-1.4
25	C(=Cc1nc2ccccc2o1)c1ccc2c(c1)OCO2	i	-3	4	/	-0.5
26	O=C(Cc1ccccc1)Nc1ccc(S(=O)(=O)N2CCOCC2)cc1	i	2	-3	-1	0.7
27	CCCc1cc(=O)[nH]c(SCC(=O)c2cc(C)n(CCOC)c2C)n1	i	1	0	-2	-0.5
28	COc1cc(/C=C/c2noc(-c3ccccc3O)n2)cc(OC)c1OC	i	7	-3	1	-0.7
29	O=C(N/N=C/c1ccc(OC(F)F)cc1)C1=COCCO1	i	-2	-3	3	-0.5
30	CCOC(=O)c1cc(=O)c2c([N+](=O)[O-])ccc(OC)c2o1	i	0	-3	-10	-1.5

cpd	Neddylation inh	Rin1 Abl inh	STEP inh	CSN deneddyl inh	SUMO1-SIM PPI
21	i	2	4	-6	3
22	i	-4	3	-3	-9
23	i	-3	2	4	1
24	i	/	/	0	-8
25	/	2	0	-4	-15
26	i	1	2	2	3
27	i	2	1	1	-2
28	i	-3	3	-13	4
29	i	4	0	-4	-6
30	i	0	-1	-1	-20

Arranged by SMILES length (falling): some entries from above
cpd	structure	Rpn11 block	DNMT1 inh	NadD block	Scp1 inh	LMPTP block
16	O=C1c2ccccc2C(Nc2cccnc2)N1Cc1ccccc1Cl (centres undefined)	i	-3	0	-5	-1.4
8	Cc1nnc(N(C)C(=O)c2ccc3c(c2)OCO3)s1	i	1	0	-1	-1.1
23	O=C(Nc1ccc(Cl)cc1)OCc1cncs1	i	-2	-1	3	0.1
5	COc1ccc(CCC(N)=O)cc1OC	i	1	-1	16	0.0

cpd	Neddylation inh	Rin1 Abl inh	STEP inh	CSN deneddyl inh	SUMO1-SIM PPI
16	i	-1	0	-5	-1
8	i	1	2	-1	2
23	i	-3	2	4	1
5	i	0	4	-2	-3

Other entries.
cpd	structure	Rpn11 block	DNMT1 inh	NadD block	Scp1 inh	LMPTP block
31	CCOC(=O)/C=C/[C@H]1CC2(CCO1)SCCCS2	i	4	-7	-8	-1.9
32	CCOC(=O)/C=C1\CN(CCC(C)C)S(=O)(=O)c2ccccc21	i	2	8	59*	-0.1
33	CC(NC(=O)c1ccc([N+](=O)[O-])o1)C1CC2CCC1C2 (centres undefined)	i	0	-2	5	-0.4
34	CCOC(=O)CCC(=O)N1CCOCCOCCN(C(=O)CCC(=O)OCC)CCOCCOCC1	i	-1	1	-17	-1.0
35	O=c1c(Br)c(NCc2ccccc2)cnn1-c1ccc(F)cc1	i	1	-7	10	-0.9
36	CC1CCCCN1S(=O)(=O)c1cnc(Cl)c(Br)c1 (centres undefined)	i	6	-3	-14	-2.4
37	C=CCn1cnc2c(nnn2-c2ccc(C)c(C)c2)c1=O	i	1	-5	-4	-1.7
38	Cc1ccc(SCCNC(=O)c2ccccc2C)cc1	i	7	-1	-8	1.2
39	COc1ccc(OC)c(NC(=O)C(=O)NNC(=O)c2cccs2)c1	i	-1	3	-5	-1.2
40	Cc1onc(-c2c(Cl)cccc2Cl)c1C(=O)N1CCOCC1	i	2	-4	7	0.1

cpd	Neddylation inh	Rin1 Abl inh	STEP inh	CSN deneddyl inh	SUMO1-SIM PPI
31	i	1	-2	0	1
32	i	1	0	-6	-8
33	i	0	-3	0	-41
34	i	2	-1	-1	0
35	i	3	1	11	-3
36	i	6	18	1	-1
37	i	-3	3	7	-1
38	i	2	-3	-1	-1
39	i	-5	4	2	6
40	i	1	-2	4	1

Other structures:
cpd	structure	Rpn11 block	DNMT1 inh	NadD block	Scp1 inh	LMPTP block
41	Cc1nn(-c2ccccc2)c(Cl)c1C(=O)Nc1nnc(C2CCCCC2)s1	i	-6	-5	-3	1.8
42	COc1ccc(C(=O)NC(=S)Nc2ccc([N+](=O)[O-])cc2C)cc1OC	i	-6	-4	-4	2.4
43	O=C(CCC(=O)c1ccc(F)cc1)Nc1ccccc1Cl	i	5	-5	-8	0.2
44	COc1cccc(C(=O)OCn2nnc3ccccc3c2=O)c1	i	0	-2	-5	-0.8
45	CC(N=C1NS(=O)(=O)c2ccccc21)C(=O)N1CCc2ccccc2C1 (centres undefined)	i	2	-3	-9	-0.3
46	COc1cccc(NC(=O)COC(=O)CCn2c(C)csc2=O)c1	i	-1	0	-6	-0.5
47	O=C(CSc1nnc(-c2cccc(S(=O)(=O)N3CCCC3)c2)n1-c1ccccc1)Nc1ccc(C(=O)O)cc1	i	-6	16	8	-0.3
48	N#CC1c2ccccc2C=CN1C(=O)N(c1ccccc1)c1ccccc1 (centres undefined)	i	-4	8	-12	1.8
49	NC(c1ccc(F)c(F)c1)c1nc(-c2cncnc2)cs1 (centres undefined)	i	6	-1	/	-0.8
50	CCCNS(=O)(=O)c1ccc(NC(=O)Cc2cccs2)cc1	i	-3	-7	-5	-1.3
51	CNC(=O)Nc1ccc2nc(C)sc2c1	i	-2	3	-3	-1.6
52	Oc1ccc2ccccc2c1CN1CCN(c2ccccc2)CC1	i	-3	-2	-6	1.5

cpd	Neddylation inh	Rin1 Abl inh	STEP inh	CSN deneddyl inh	SUMO1-SIM PPI
41	i	0	0	-2	1
42	i	0	-1	-2	-3
43	i	3	-2	-2	-3
44	i	0	0	4	-4
45	i	-2	2	-2	-3
46	i	-1	1	-6	7
47	i	-2	6	6	9
48	i	-3	3	-1	1
49	i	-2	0	-2	-30
50	i	-4	2	-3	-2
51	i	6	0	3	4
52	i	1	-1	4	1
